mcGAS RapidFire: blocks mouse cGAS cGAMP production. Q8C6L5. recombinant mouse cGAS, cGAMP by RapidFire MS. inhibition, % at 12.5 µM. 130,000 compounds, 0.18% hits;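 active = inhibition of cGAS enzyme activity at or above 60%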;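 also: enzyme stimulated by 45 bp dsDNA with ATP and GTP substrates; cGAMP share of summed cGAMP plus half ATP and half GTP signals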
Target sequence (Q8C6L5 whole entry, looked up): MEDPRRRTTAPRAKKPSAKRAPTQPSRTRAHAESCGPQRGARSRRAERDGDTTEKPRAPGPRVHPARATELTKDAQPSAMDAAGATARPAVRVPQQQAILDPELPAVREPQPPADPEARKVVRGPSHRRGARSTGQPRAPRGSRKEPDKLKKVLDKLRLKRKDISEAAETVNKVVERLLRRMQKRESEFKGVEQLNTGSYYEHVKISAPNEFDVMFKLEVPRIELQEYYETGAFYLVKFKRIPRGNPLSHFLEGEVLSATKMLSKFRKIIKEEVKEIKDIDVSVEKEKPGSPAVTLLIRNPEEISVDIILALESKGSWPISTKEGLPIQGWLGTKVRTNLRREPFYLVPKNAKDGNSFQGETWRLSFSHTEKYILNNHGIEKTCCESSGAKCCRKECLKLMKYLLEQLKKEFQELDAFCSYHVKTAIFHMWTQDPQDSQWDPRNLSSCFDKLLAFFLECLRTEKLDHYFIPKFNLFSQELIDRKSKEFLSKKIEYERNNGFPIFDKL
* marks the source's active call; other numbers are inactive results; & = joins results of further samples. This is a subset; the hit share may differ from the screen's.

mcGAS RapidFire	SMILES
-6	CCOC(=O)c1nn(-c2ccc(C)cc2)c(=O)cc1OCC(=O)Nc1ccccc1OCC
0	O=C1CCC(C(=O)N2CCCCO2)CN1CCN1CCOCC1 (centres undefined)
-1	c1ccc(-n2c(-c3ccc4c(c3)OCCO4)c[n+]3c2SCCC3)cc1
3	C=C(C)C1CC=C(C)CC1 (centres undefined)
7	CC(C(=O)Nc1ccccc1C#N)N(C)Cc1ccc2ccccc2c1 (centres undefined)
3	Cc1ccccc1-n1nc2c(c1NC(=O)C13CC4CC(CC(C4)C1)C3)CSC2
-18	Cc1c(-c2nccn2Cc2cccnc2)oc2ccccc12
-12	Cc1nn(-c2ccccc2)c(C)c1S(=O)(=O)N1CC[C@H]2CC[C@@H](C1)N2
2	Cc1c(C)c(C)c(S(=O)(=O)NCC2CN(C)CCO2)c(C)c1C (centres undefined)
-8	COc1ccc(Cn2c(C3CCCCC3)nc3oc4cc(OC)ccc4c(=O)c3c2=O)cc1
-1	COc1ccccc1NC(=O)C(=O)NCCC1CCCCN1S(=O)(=O)c1ccc(F)cc1C (centres undefined)
-12	CC(C)C(=O)N(C)Cc1ccc(C(=O)Nc2ccc(C#N)cn2)cc1
-29	COC(=O)C(Cc1ccc(O)cc1)NC(=O)Cc1ccc(C)cc1 (centres undefined)
-18	COCc1c(C(=O)N(C)c2cccc(C#N)c2)sc2ccccc12
-10	COc1ccc(NC(=O)CCC2CCCN(Cc3ccc4c(c3)OCCO4)C2)c(C)c1 (centres undefined)
-4	COC[C@H](Cc1ccccc1)NC(=O)c1ccc(N2CCNC(c3ccccc3)C2)nc1 (some centres undefined)
-6	Cc1c(C(=O)NC2CC2)c(C(F)(F)F)nn1C1CCCN(C(C)C)C1 (centres undefined)
-19	COc1ccc(C)cc1CN1CCN(C(=O)Nc2cccnc2)CC1
-5	Cc1cccc(-c2nc(-c3ccc(Cl)cc3)no2)c1
4	O=c1cc(CNCCCN2CCOCC2)c2cc3c(cc2o1)CCC3
7	CN(C)[C@@H]1C[C@@H](CO)N(C2CCC3(CCNCC3)CC2)C1
-6	C=CCNC(=O)C(C#N)=c1sc(=Cc2ccc(C)o2)c(=O)n1CC=C
-5&-1	CC(C)(C)NC(=O)N1CCc2ccc(NC(=O)c3ccccn3)cc2C1
-17	Cc1ccc(-c2csc(=O)n2Cc2cc(=O)n(C)c(=O)n2C)cc1
1	CCCCC(CC)C(=O)NCC(C)NC(=O)C(CC)CCCC (centres undefined)
8	CCCC(CCC)C(=O)Nc1c(C)nc2ccc(Cl)cn2c1=O
-2	CC1CN(C)C(C)c2c1oc1ccc(N)cc21 (centres undefined)
-5	c1ccc(-c2cc(CSc3nnnn3C3CC3)no2)cc1
3	CC(C)(C)c1ccc(C(=O)NNC(=O)CC2CC3CCC2C3)cc1 (centres undefined)
-52	O=c1c(=Cc2ccco2)sc2nc3ccccc3n12
-5	Cc1ccc(-c2nc(C=Nc3nccs3)c(O)o2)cc1
-7	CC1CN(C)C(=N)S1 (centres undefined)
-9	Oc1cccc(-c2nccn2C2CCN(Cc3ccccc3)CC2)c1
22	Cc1nnc2c(N3CCc4ccccc43)nc3ccccc3n12
-8	CC1(C(=O)Nc2ccc(Cl)c(Cl)c2)CCN1C(=O)c1ccco1 (centres undefined)
-15	CCN(CC)Cc1c(CC(C)C)oc(C)c1C(=O)O
-2	CC(=O)C1=C(c2ccc(F)cc2)N(C(C)=O)n2c(C)nnc2S1
-8	CCN1C(=O)SC(Nc2ccc(C)c(Cl)c2)C1=O (centres undefined)
-1	CCN1C(=O)C(=Cc2ccccc2OC)SC1=S
-9	CNC(=O)C(C#N)C(=O)c1sc(-c2ccc(Cl)s2)nc1C (centres undefined)
1	Cc1nnc(SCC(=O)NCc2cc(-c3ccco3)on2)s1
-18	COc1cc(Br)c(/C=C2/CCn3c2nc2cc(Cl)ccc2c3=O)cc1O
0	CC1CCCCC1NC(=O)/C=C/c1nnc2c3ccccc3cnn12 (centres undefined)
-5	COc1ccc(C(=O)N2CCN(c3ccc([N+](=O)[O-])c(N4CCCCC4)c3)CC2)cc1
-17	O=C1CCCN1CCC(=O)N1CCOC(c2ccc(Cl)c(Cl)c2)C1 (centres undefined)
-13	Cc1ccc(CN(C(=O)C2CC3CCCC(C2)C3=O)c2ccc3c(c2)OCCO3)s1 (centres undefined)
-16	Cc1nc(CN(C)C(=O)CC(c2ccccc2)c2ccco2)no1 (centres undefined)
-8	Cc1sc(-c2ccccc2)nc1CC(=O)N(C)CCC#N
-3	CCc1ccc(-c2cc(C(=O)N3CCC4(CC3)CN(C)CCN4C)[nH]n2)cc1
-21	O=[N+]([O-])c1ccccc1N=P(N1CCOCC1)(N1CCOCC1)C12CC3CC(CC(C3)C1)C2
-2	Cn1cnnc1SCc1ccc(C(=O)NNC(=O)c2ccccc2Cl)cc1
-5	O=C1CC(O)(c2ccccc2)C(c2ccccc2)=C1c1ccccc1 (centres undefined)
-3	COc1coc(C(=O)Nc2nc(CC(N)=O)cs2)cc1=O
-16	COC(=O)c1cc(C(=O)OC)cc(N2C(=O)CSC2c2ccccc2C(F)(F)F)c1 (centres undefined)
-2	CCCN1CC(NC(=O)c2ccnc(C(C)C)n2)CC1=O (centres undefined)
-6	CCc1nn2c(ncc3c(=O)n(-n4cnnc4)ccc32)c1-c1ccc(Cl)cc1
-2	O=C(NCCCn1cccc1)c1cnco1
-22	C=CCNc1ccccc1C(=O)N[C@H](C(N)=O)C(C)C
-5	CC(C)(C)OC(=O)N1CCC(NCC2CCN(C3CC3)C2)C1 (centres undefined)
-10	CC1(C(=O)Nc2ccc(F)c(-n3cccc3)c2)CCOCC1

Next section
mcGAS RapidFire	SMILES
-2	Cc1ccccc1-c1ncc(CN2CCCC(CO)(Cc3ccccc3)C2)cn1 (centres undefined)
-6	CCn1c(C2CCCN(S(=O)(=O)c3cn(C)c(C)n3)C2)nn(C)c1=O (centres undefined)
-10	CCCS(=O)(=O)NC(=O)C1(C)CCN1C(=O)c1ccccc1CCc1ccccc1 (centres undefined)
6	Cc1ccc(/C=C/S(=O)(=O)NCCCn2nc(-c3ccc(Cl)cc3)ccc2=O)cc1
-43	CC(C)NC(=O)Nc1cccc(C(=O)N(C)S(=O)(=O)c2ccc3c(c2)OCCO3)c1
31	NC(=O)CN1CCCC(N2CCN(c3ccccc3F)CC2)C1 (centres undefined)
-10	CS(=O)(=O)NC1CCN(Cc2cc3n(n2)CCNC3)CC1
3	CCOc1ccc(-c2nc(C(=O)O)cs2)cc1
-4	CC(=O)NC12CC3CC(C1)CC(C(=O)OCC(=O)C(C#N)=C(C)N)(C3)C2
-5&-2	O=C(Nc1cccc(-c2ccco2)c1)C1CCN(C(=O)Cc2cccs2)CC1
-51	CCOC(=O)NCCC(=O)NCCc1coc(-c2ccc(F)cc2)n1
-9	CC(C)C1CN(C(=O)C2CCC(O)CC2)CCCN1Cc1ccc(F)cc1 (centres undefined)
-6	C=C(C)C1CC=C(C)C(=NNC(=O)C(=O)NN=C2CC(C(=C)C)CC=C2C)C1 (centres undefined)
-7	NC(c1ccccc1)c1ccc(Br)cc1F (centres undefined)
-16	COc1c2c(c(OC)c3occc13)OC1(CCN(C(=O)C3CCOC3)CC1)CC2=O (centres undefined)
-7	CC/C=C(\C)CN1CCC(CNC(=O)c2occc2C)C1 (centres undefined)
-1	Cc1ccnc(SCCn2c(Br)nc3c2c(=O)[nH]c(=O)n3C)n1
-8	Cc1cc(C)n(-c2ccc(NC(=O)C3CCCCN3C(=O)CCn3cncn3)cc2)n1 (centres undefined)
-9	O=C(CCc1ccc2c(c1)OCO2)N1CCC(CO)(Cc2cccc(F)c2)CC1
1	CC12C(=O)N(CC(=O)O)C(=O)C1C1C=CC2C1 (centres undefined)
9	CCOc1ccc(-n2nnc3c(=O)n(CC(=O)N4CCN(c5ccccc5)CC4)cnc32)cc1
-9	Cc1n[nH]c(C)c1CC(=O)NC1CCC(n2cnnc2)CC1 (centres undefined)
0	O=C(COc1ccc(Br)cc1CO)NCc1cccs1
-2	Cc1sc2ncnc(Sc3nnc(CN4CCCC4=O)o3)c2c1C
-10	CS(=O)(=O)c1ccccc1NC(=O)c1ccc(Br)s1
-11	O=C(NN=Cc1ccc([N+](=O)[O-])o1)C1CC1
-15	Cc1cccc(-c2ncc(CNCCSC(C)(C)C)cn2)c1
-6	CSc1ncccc1C(=O)OCc1cc(-c2ccccc2F)on1
-32	Cc1sc(NC(=O)Cc2ccsc2)nc1-c1ccccc1
-21	NC(=O)C(=O)NC1CCCN(Cc2ccc(F)cc2)C1 (centres undefined)
-15	Cc1csc(C(C)(C)NCCS(=O)(=O)c2ccc(C#N)cc2)n1
-5	CC(OC(=O)c1cc(Br)c[nH]1)C(=O)Nc1ccccc1 (centres undefined)
-6	COc1cc(-c2nc(-c3ccc(NC(=O)C(C)C)cc3)cs2)ccn1
-3	Cc1occc1C(=O)N1CCCC(N2CCN(c3cccc(Cl)c3)CC2)C1 (centres undefined)
2	O=C(NCc1ccncc1)N1CCc2ccc(Br)cc21
-2	COC(=O)c1cccc(Cl)c1Oc1nc(OC)cc(OC)n1
-8	Nc1cc(Cl)c(NC(=O)c2ccsc2)c(Cl)c1
-5	O=C(O)CCC/C=C\C[C@@H]1CO[C@H](C(F)(F)F)O[C@@H]1c1ccccc1O
-23	CC(OC(=O)C1(C)CC1(Cl)Cl)C(N)=O (centres undefined)
-21	CC(c1cccc(-c2ccc(C(N)=O)cn2)c1)N(C)C (centres undefined)

A stretch from the list above, as a working copy:
mcGAS RapidFire	SMILES
-9	O=C(CCc1ccc2c(c1)OCO2)N1CCC(CO)(Cc2cccc(F)c2)CC1
1	CC12C(=O)N(CC(=O)O)C(=O)C1C1C=CC2C1 (centres undefined)
9	CCOc1ccc(-n2nnc3c(=O)n(CC(=O)N4CCN(c5ccccc5)CC4)cnc32)cc1
-9	Cc1n[nH]c(C)c1CC(=O)NC1CCC(n2cnnc2)CC1 (centres undefined)
0	O=C(COc1ccc(Br)cc1CO)NCc1cccs1
-2	Cc1sc2ncnc(Sc3nnc(CN4CCCC4=O)o3)c2c1C
-10	CS(=O)(=O)c1ccccc1NC(=O)c1ccc(Br)s1
-11	O=C(NN=Cc1ccc([N+](=O)[O-])o1)C1CC1
-15	Cc1cccc(-c2ncc(CNCCSC(C)(C)C)cn2)c1
-6	CSc1ncccc1C(=O)OCc1cc(-c2ccccc2F)on1
-32	Cc1sc(NC(=O)Cc2ccsc2)nc1-c1ccccc1
-21	NC(=O)C(=O)NC1CCCN(Cc2ccc(F)cc2)C1 (centres undefined)
-15	Cc1csc(C(C)(C)NCCS(=O)(=O)c2ccc(C#N)cc2)n1
-5	CC(OC(=O)c1cc(Br)c[nH]1)C(=O)Nc1ccccc1 (centres undefined)
-6	COc1cc(-c2nc(-c3ccc(NC(=O)C(C)C)cc3)cs2)ccn1
-3	Cc1occc1C(=O)N1CCCC(N2CCN(c3cccc(Cl)c3)CC2)C1 (centres undefined)
2	O=C(NCc1ccncc1)N1CCc2ccc(Br)cc21
-2	COC(=O)c1cccc(Cl)c1Oc1nc(OC)cc(OC)n1
-8	Nc1cc(Cl)c(NC(=O)c2ccsc2)c(Cl)c1
-5	O=C(O)CCC/C=C\C[C@@H]1CO[C@H](C(F)(F)F)O[C@@H]1c1ccccc1O
-23	CC(OC(=O)C1(C)CC1(Cl)Cl)C(N)=O (centres undefined)
-21	CC(c1cccc(-c2ccc(C(N)=O)cn2)c1)N(C)C (centres undefined)

(list continues)
mcGAS RapidFire	SMILES
-40	O=C(Cc1ccc2c(c1)OCO2)N[C@H]1C[C@H]2C(=O)NCC(=O)N2C1
-5	CC1CCc2c(sc3ncnc(SC(C)C(=O)c4c(N)n(C)c(=O)n(C)c4=O)c23)C1 (centres undefined)
-13	CCOc1cc(S(=O)(=O)n2cc(C)nc2-c2ccccc2)c(OCC)cc1C
-1	COc1cc2c3cc1Oc1cc(ccc1O)C[C@@H]1c4c(cc(OC)c(O)c4Oc4ccc(cc4)C[C@@H]3N(C)CC2)CC[N+]1(C)C
-7	O=C1CSC(=O)N1CNc1cccc(Br)c1
-3	Ic1ccc(Nc2nc3nonc3nc2NCc2ccco2)cc1
5	CC1C(=O)N(c2cccc(Br)c2)CCN1C(=O)c1ccccc1F (centres undefined)
-6	COCCn1cc(NC(=O)Nc2ccc(F)cc2F)c2ccccc21
-9	O=S(=O)(NC1CC1c1ccc(F)cc1)c1ccc2c(c1)OCCO2 (centres undefined)
4	CCC1CCCCN1Cc1nc2c(c(=O)n(C)c(=O)n2C)n1CCN1CCOCC1 (centres undefined)
-7	CCOCCCn1c(=NC(C)=O)c(C#N)cc2c(=O)n3ccccc3nc21
-1	CCN(CC)C(=O)Cn1cc(C(=O)N2CCC3(C=Cc4ccccc43)CC2)nn1
-4	COc1cccc2oc(C(=O)c3ccc(NC(=O)C(C)C)cc3)cc12
-4	Cc1nn(C)cc1CN(C)C(=O)c1cc2ccccc2oc1=O
9	COc1ccc(N2CC(CNC(=O)NCc3cccc4ccccc34)OC2=O)cc1OC (centres undefined)
-9	CCOC(=O)c1c(C)[nH]c(C)c1C(=O)COC(=O)c1cc2c(s1)CCC2
4	CC(C)n1ncc2c1CCC(N(CC(=O)NC1CC1)C1CCc3c(cnn3C(C)C)C1)C2 (centres undefined)
-10	COc1ccc(C=C(Cl)c2ncc(-c3ccc(F)cc3)o2)cc1
-5	COc1cc(F)c(C(=O)N2CCOC(COc3ccc(F)cc3)C2)c(F)c1 (centres undefined)
-2	Fc1cccc(F)c1C=NNc1ncc(Cl)cc1Cl
-7	Cc1cccc(CN(Cc2cccnc2)CC2CCCN(C3CCCCC3)C2)n1 (centres undefined)

Screening data (PubChem BioAssay)
